Assay outcomes as filed in PubChem.
TEAD-YAP inh: TEAD-YAP interaction inhibition; HEK-TIYL cells, TEAD-Gal4/YAP UAS-luciferase luminescence; inhibition, % at 9.12 µM; hit rate 1.4% among 640,000; AID 1259422; in the data active means inhibition above about 32%;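 further: 0% = median of test compound wells and 100% = reference inhibitor wells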
MITF primary: blocks human microphthalmia-associated transcription factor | AlphaScreen MITF homodimerization, bead proximity signal | O75030 | inhibition, % at 2.6 µM | AID 1259374 | hit rate 0.91% among 650,000; in the data active means inhibition above about 50%;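 further: 0% = vehicle wells with protein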
Target sequence (O75030 whole entry, looked up): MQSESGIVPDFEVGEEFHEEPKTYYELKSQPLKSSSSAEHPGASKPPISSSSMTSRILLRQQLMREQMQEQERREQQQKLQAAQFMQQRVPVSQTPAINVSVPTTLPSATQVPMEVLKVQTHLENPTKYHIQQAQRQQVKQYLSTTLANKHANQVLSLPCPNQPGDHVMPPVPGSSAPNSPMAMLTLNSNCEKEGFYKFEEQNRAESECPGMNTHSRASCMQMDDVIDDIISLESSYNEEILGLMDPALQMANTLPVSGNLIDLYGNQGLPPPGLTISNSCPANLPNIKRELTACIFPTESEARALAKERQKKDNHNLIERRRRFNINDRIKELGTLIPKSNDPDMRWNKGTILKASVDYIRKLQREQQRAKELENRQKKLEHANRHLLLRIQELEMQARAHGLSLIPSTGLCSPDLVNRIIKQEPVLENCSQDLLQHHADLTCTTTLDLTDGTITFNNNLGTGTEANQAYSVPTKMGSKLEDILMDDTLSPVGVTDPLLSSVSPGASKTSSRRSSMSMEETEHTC
FBW7 activator: human FBW7 E3 ligase activation, primary screen. AlphaScreen FBW7–phospho-cyclin E peptide binding, activator screen. normalized activity (activation), % at 26.1 µM. hit rate 0.13% among 650,000. AID 1259310; in the data active means normalized activity above about 1.9%;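 further: purified mutant Fbw7 with reduced substrate affinity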
GPR151 ag: activators of human GPR151 | hit rate 1% among 650,000 | PathHunter beta-arrestin GPR151 cells, luminescence | AID 1508602 | activation, % at 11.2 µM; in the data active means activation above about 4.9%;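 further: 0% = median of compound wells and 100% = cells with positive control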
Target sequence (Q8TDV0 whole entry, looked up): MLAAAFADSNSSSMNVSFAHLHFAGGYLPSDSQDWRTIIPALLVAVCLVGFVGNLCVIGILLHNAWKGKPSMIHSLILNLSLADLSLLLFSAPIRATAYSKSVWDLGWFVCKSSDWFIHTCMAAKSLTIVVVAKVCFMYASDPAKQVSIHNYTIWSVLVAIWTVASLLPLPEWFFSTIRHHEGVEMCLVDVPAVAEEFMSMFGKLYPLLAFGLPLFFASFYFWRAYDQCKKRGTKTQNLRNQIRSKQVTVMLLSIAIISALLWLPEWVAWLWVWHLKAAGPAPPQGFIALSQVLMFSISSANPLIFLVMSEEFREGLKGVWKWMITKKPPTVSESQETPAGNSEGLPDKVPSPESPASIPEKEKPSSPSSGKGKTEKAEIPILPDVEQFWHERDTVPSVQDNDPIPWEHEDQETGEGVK
An asterisk follows results filed as active; & = joins results of further samples. Outcome played no part in choosing rows. Share with any hit: about 3.4%.

SMILES	TEAD-YAP inh	MITF primary	FBW7 activator	GPR151 ag
CCCOC1=NOC2C3CCC(C3)C12 (stereo not given)	6	2	0.0	-0.7
CCOc1ccc(OCC)c(/C=N/NC(N)=O)c1	-16	-11	-0.1	0.8
CCOC(=O)C1=C(C)N=c2s/c(=C/c3ccc(-c4ccc([N+](=O)[O-])cc4)o3)c(=O)n2C1c1ccc(N(C)C)cc1 (stereo not given)	0	-14	0.2	0.9
O=c1c2sccc2nc(SCc2c(F)cccc2Cl)n1CCc1ccc(Cl)cc1	-8	3	-0.1	-1.9
O=C(C1CCCN(S(=O)(=O)c2cccc3nonc23)C1)N1CCCCC1 (stereo not given)	-1	7	0.0	0.0
O=C(NC(=O)c1c(F)cccc1F)Nc1c(F)cccc1F	-28	19	0.5	0.9
CC(=O)c1c(Nc2cccc(Cl)c2)oc(C)cc1=O	-1	5	0.3	1.2
CCOC(=O)c1nnn(-c2nonc2N)c1CN(Cc1ccccc1)C(C)C	44*	2	0.1	1.0
C=CCN1C(=O)/C(=C/c2ccc(O)c(OC)c2)SC1=S	-5	13	-0.1	-1.0
CN1CCN(CCNC(=O)c2cccc(-n3ncc4ccc(-c5nn[nH]n5)cc43)c2)CC1	-3	5	-0.1	0.4
Cc1cccc(OCCCCCNCCO)c1	7	13	0.4	-0.3
CCCc1ncc(C(O)(c2ccccc2)c2ccc(C)cc2)n1C (stereo not given)	-1	12	0.3	-0.4
CCOCCSc1nc(-c2ccccc2C)nc2c1c(=O)n(C)c(=O)n2C	-9	0	0.1	1.6
CN1CCN(C(=O)c2ccc(-c3nc(Nc4ccc(N5CCOCC5)cc4)c4[nH]cnc4n3)cc2)CC1	-2	8	-0.2	0.6
CCCCOc1ccc(C(=O)Nc2ccc(N3CCCC3=O)cc2)cc1	-3	2	0.1	-0.8
CN(CC(=O)NCCc1ccccc1)S(=O)(=O)c1ccc2c(c1)CCC(=O)N2	-5	7	0.6	-1.1
O=C(CCS(=O)(=O)c1ccccc1)Nc1ccccc1Cl	-15	10	0.1	0.4
COc1ccccc1C(C)NS(=O)(=O)c1cccs1 (stereo not given)	-4	5	0.1	0.8
COc1ccc(C(C)=O)cc1CSc1nc2ccccc2c(=O)n1CCCN1CCCC1=O	19	-1	0.0	-1.1
CC(C)NC(=O)Cn1c(SCC(=O)NC2CC2)nc2ccccc21	2	-22	0.0	-0.2
Cc1c(C(=O)OC(C)C)sc(NC(=O)/C=C/c2ccc3c(c2)OCO3)c1C(N)=O	-15	-10	0.0	2.9
CCOCCCNCC(O)COc1ccc(C(C)(C)CC(C)(C)C)cc1 (stereo not given)	-9	40	0.2	0.6
CCNC(=S)Nc1sc(C(=O)N(CC)CC)c(C)c1C(=O)OC	16	-11	-0.1	-1.5
COc1cc(C(=O)N2CCC(n3nnc4cc(C)ccc43)CC2)cc(OC)c1OC	15	11	0.3	0.1
COc1ccccc1-c1nnc(NC(=O)c2ccco2)s1	-10	-9	-0.2	-0.1
CCOC(=O)C1(Cc2ccccc2C)CCCN(C(=O)CN2CCCCC2=O)C1 (stereo not given)	-11	1	-0.2	-0.4
COc1ccc(-c2nnc3n2N=C(c2cc4cccc(OC)c4oc2=O)CS3)cc1	8	3	-0.1	0.5
CCCCCc1ccc(-c2ccc(C(=O)Nc3ccc([N+](=O)[O-])cc3Br)cc2)nc1	-7	16	-0.1	4.0
CN(CCc1ccccn1)Cc1ccc2c(c1)CN(Cc1cccc3nccnc13)CCO2	12	1	0.0	0.5
CC(=O)c1cccc(NC(=S)N2CCCC2)c1	0	-6	-0.4	1.3
CCOCc1nnc(NC(=O)C2c3ccccc3Oc3ccccc32)s1	-1	6	0.1	1.2
O=C(CC1Nc2ccccc2NC1=O)Nc1ccc(F)cc1 (stereo not given)	-17	-12	0.1	0.0
COc1ccc(C2=NN(CC(=O)NCCCN3CCCC3=O)C(=O)CC2)cc1	2	8	0.0	-0.4
CCOc1cc(C2N3CCc4ccccc4C3CN2S(=O)(=O)c2ccc(OC)c3ncccc23)ccc1OC (stereo not given)	11	12	0.2	-1.4
N#Cc1cc2c(=O)n3ccccc3nc2n(-c2ccc(Cl)cc2)c1=O	-8	2	-0.1	1.2
O=C(CSc1nc2ccsc2c(=O)n1Cc1ccccc1F)c1ccc(O)c(O)c1	8	4	-0.2	1.5
Cc1cc(C(F)(F)F)c2c(n1)sc1c(O)cc(=O)[nH]c12	1	0	0.1	0.3
CCN(CC)c1cc(-n2nc(-c3ccccc3)cc2-c2ccccc2)ncn1	-8	3	-0.1	3.2
Nc1ccc(-c2cnn3c(N4CCOCC4)ccnc23)cc1	1	1	0.0	-1.1
COc1ccc(C2CC(=O)C(C=Nc3ccccc3-c3ccccc3)=C(O)C2)cc1 (stereo not given)	5	1	-0.1	-1.2
Cc1ccnc(SCC(=O)Nc2ccc(Cl)cc2Cl)n1	-17	9	-0.1	-1.0
COc1ccccc1C(=O)Nc1ccn(Cc2ccccc2)n1	-51	1	-0.2	1.3
O=C(O)c1ccccc1C(=O)Nc1cccc(C(F)(F)F)c1	-2	-15	0.2	-0.4
COc1ccc(S(=O)(=O)N(CCc2ccccc2)CC(=O)Nc2ccccc2C)cc1OC	8	-8	-0.1	-1.0
Cc1ccc(-n2nc(C(C)(C)C)cc2N)cc1	-37&-24	10&12	0.3&-0.1	1.4&1.3
O=C(Nc1cc(C(F)(F)F)ccc1Cl)c1cccs1	-3	-1	0.2	-0.6
Cc1nn(CCCC(=O)NC2CCCC2)c(=O)c2nccn12	-6	-3	0.0	0.7
CC(C)(C)n1ncc2c(=O)n(Cc3c(F)cccc3Cl)cnc21	-32	-2	0.1	1.7
COc1ccc(CN[C@H]2C[C@H]3C(=O)N[C@@H](CO)C(=O)N3C2)cc1	-4	7	-0.1	1.9
O=C(CSc1nc2ccccc2c(=O)[nH]1)Nc1cccc2nsnc12	19	20	0.3	-3.0

Remaining list, next part.
SMILES	TEAD-YAP inh	MITF primary	FBW7 activator	GPR151 ag
Cc1ccc(C(=O)C2CCN(C(=S)NCC3CCCO3)CC2)cc1 (stereo not given)	-10	20	-0.1	0.3
COc1ccccc1N1C(=S)SC2CS(=O)(=O)CC21 (stereo not given)	8	10	0.3	0.4
CN1CC2(Cc3cc([N+](=O)[O-])ccc3N3CCCCCC32)C(=O)N(C)C1=O (stereo not given)	-2	0	0.0	0.8
COc1ccc(Br)cc1/C=N/NC(=O)CNC(=O)c1ccco1	-5	-1	0.1	-0.7
Cc1cccc(-c2nc3cc(NC(=O)Cc4ccc(Cl)cc4)ccc3o2)c1	3	5	-0.1	-0.4
C=CCn1cnc2c(sc3nc4c(cc32)COC(C)(C)C4)c1=O	-35	10	0.2	-1.5
Cc1c(NC(=O)c2cc(=O)[nH]c(=O)[nH]2)c(=O)n(-c2ccccc2)n1C	-9	8	0.1	-1.6
CCOC(=O)C1(c2ccccc2)NC(c2ccccc2F)C2C(=O)N(C)C(=O)C21 (stereo not given)	-2	-4	-0.3	0.2
Cc1nc(SCC(=O)N2CCC(C)CC2)c2ccsc2n1	-8	-14	0.1	2.1
CC(Oc1ccc2c(c1)CCC2)C(=O)NNC(=S)NCc1ccco1 (stereo not given)	-8	-1	-0.2	0.4
CCOC(=O)c1cnc2ccc(F)cc2c1NCc1ccco1	5	6	0.0	-0.1
COc1ccc(C(=O)COC(=O)c2ccccc2NC(=O)c2cccc([N+](=O)[O-])c2)cc1	6	11	0.1	0.3
COC(=O)c1ccc(C(=O)Nc2cc(Cl)ccc2Cl)cc1	-7	5	-0.1	0.5
CCCOc1ccc(/C(O)=C2/C(=O)C(=O)N(Cc3cccnc3)C2c2ccc(OC)c(OC)c2)cc1C (stereo not given)	-13	-15	0.0	-0.6
O=S(=O)(Nc1ncccn1)c1ccc(NC(=S)NCCN2CCCCC2)cc1	17	9	0.1	-0.2
CC1(c2ccccc2)CC(C)(C)N(C(=O)c2cccc(F)c2)c2ccccc21 (stereo not given)	-3	-8	0.0	-1.5
Cc1[nH]nc2c1C(c1cccc([N+](=O)[O-])c1)C1=C(CC(C)(C)CC1=O)N2 (stereo not given)	-3	0	-0.2	1.2
COCCNC(=O)/C(C#N)=C/c1cc(C)n(-c2ccc(C)cc2)c1C	-7	7	-0.4	0.4
CCOc1ccc(C(=O)Nc2cccc(-c3nc4ncccc4o3)c2)cc1	1	6	-0.1	0.8
CCOC(=O)C1=C(C(=O)OCC)SC(=C2C(=S)C(C)(C)N(C(=O)C(C)C)c3c(C)cccc32)S1	10	14	-0.2	-0.3
COc1ccc(C(CNS(=O)(=O)c2ccc(OC)c(C)c2)N2CCN(C)CC2)cc1 (stereo not given)	7	-1	-0.1	1.5
Cc1c(Cl)cccc1-c1ccc(C(=O)Nc2ccc(NC(=O)c3ccco3)cc2)o1	-5	-5	0.0	0.3
Cc1ccc2[nH]c(=O)c3cc(C(=O)NCCN4CCN(C)CC4)sc3c2c1	4	8	0.0	-0.9
CC(C)Sc1nnc(C2CC2)n1-c1ccccc1	6	8	0.1	0.6
CCN1CCCC1CNC(=O)c1cc2c(=O)n(C)c3cc(Cl)ccc3c2s1 (stereo not given)	0	12	0.2	-0.8
CCOC(=O)c1c(NC(=O)c2ccc(F)cc2)sc(C(=O)Nc2ccccc2F)c1C	-4	3	-0.2	0.6
CNC(=S)N/N=C/c1ccc(Cl)cc1	-8	5	0.1	0.4
CC(=O)N1CCc2cc(Br)cc(S(=O)(=O)N3CCC(O)(c4cccc(C(F)(F)F)c4)CC3)c21	2	-2	0.3	4.9*
COCC1CCCN(Cc2c(C(=O)N(C)Cc3ccccc3)nc3ccccn23)C1 (stereo not given)	8	-6	0.0	-0.5
COc1cc2nc(-c3ccc(C(=O)N4CCN(C)CC4)cc3)nc(Nc3ccccc3)c2cc1OC	10	13	-0.1	-0.6
COc1ccc(OC)c(NS(=O)(=O)c2ccc(NC(=O)CCc3ccccc3)cc2)c1	1	11	0.1	2.7
Cc1cc(-c2[nH]nc3c2C(c2cccc([N+](=O)[O-])c2)C(C#N)=C(N)O3)c(C)s1 (stereo not given)	11	11	1.3	-1.5
O=C(c1ccn[nH]1)N1CCn2c(CO)nnc2C1	-2	-2	-0.1	-1.6
Cc1c(C(=O)N(C)Cc2ccccc2)sc2ncn(CC(=O)N3CCCCC3)c(=O)c12	-6	11	0.4	-1.5
COc1cccc(C(=O)CN(C(=O)c2ccc(Cl)cc2)N2C(=O)CCC2=O)c1	9	14	0.2	0.1
C#CCN(C)C(=O)c1cnc2sccn2c1=O	9	4	-0.3	-0.7
COc1ccc(C(=O)NNC(=O)C(=O)Nc2ccccc2OC)cc1	-2	3	-0.2	-0.5
CN(C(=O)c1nn2c(c1Br)NC(c1ccc(Br)o1)CC2C(F)(F)F)C1CCCCC1 (stereo not given)	12	-18	-0.2	2.2
CC(C)(C)NC(=O)N1CCC(CO)(Cc2ccccc2Cl)CC1	-9	24	0.2	-2.1
Cc1ccccc1NC(=O)C1CCN(C(=O)N2CCOc3ccccc32)CC1	1	0	-0.1	1.0
COc1ccc(C2Oc3c(OC)cccc3C3CC(c4ccco4)=NN32)cc1OC (stereo not given)	-65	2	0.0	7.6*
Nc1ccc2nc(-c3ccccc3)oc(=O)c2c1	-6	42	0.1	0.4
Cc1nn(CC(=O)N[C@@H](Cn2nc(-c3cccs3)ccc2=O)C(C)C)c(C)c1C	1	9	0.0	-0.4

Reformatted with bars between the fields: 2 of the compounds above.
canonical_smiles | TEAD-YAP inh | MITF primary | FBW7 activator | GPR151 ag
Cc1nn(CC(=O)N[C@@H](Cn2nc(-c3cccs3)ccc2=O)C(C)C)c(C)c1C | 1 | 9 | 0.0 | -0.4
COc1ccc(C2Oc3c(OC)cccc3C3CC(c4ccco4)=NN32)cc1OC (stereo not given) | -65 | 2 | 0.0 | 7.6*

A section taken from the entries so far, for reference:
SMILES	TEAD-YAP inh	MITF primary	FBW7 activator	GPR151 ag
COc1cc2nc(-c3ccc(C(=O)N4CCN(C)CC4)cc3)nc(Nc3ccccc3)c2cc1OC	10	13	-0.1	-0.6
COc1ccc(OC)c(NS(=O)(=O)c2ccc(NC(=O)CCc3ccccc3)cc2)c1	1	11	0.1	2.7
Cc1cc(-c2[nH]nc3c2C(c2cccc([N+](=O)[O-])c2)C(C#N)=C(N)O3)c(C)s1 (stereo not given)	11	11	1.3	-1.5
O=C(c1ccn[nH]1)N1CCn2c(CO)nnc2C1	-2	-2	-0.1	-1.6
Cc1c(C(=O)N(C)Cc2ccccc2)sc2ncn(CC(=O)N3CCCCC3)c(=O)c12	-6	11	0.4	-1.5
COc1cccc(C(=O)CN(C(=O)c2ccc(Cl)cc2)N2C(=O)CCC2=O)c1	9	14	0.2	0.1
C#CCN(C)C(=O)c1cnc2sccn2c1=O	9	4	-0.3	-0.7
COc1ccc(C(=O)NNC(=O)C(=O)Nc2ccccc2OC)cc1	-2	3	-0.2	-0.5
CN(C(=O)c1nn2c(c1Br)NC(c1ccc(Br)o1)CC2C(F)(F)F)C1CCCCC1 (stereo not given)	12	-18	-0.2	2.2
CC(C)(C)NC(=O)N1CCC(CO)(Cc2ccccc2Cl)CC1	-9	24	0.2	-2.1
Cc1ccccc1NC(=O)C1CCN(C(=O)N2CCOc3ccccc32)CC1	1	0	-0.1	1.0
COc1ccc(C2Oc3c(OC)cccc3C3CC(c4ccco4)=NN32)cc1OC (stereo not given)	-65	2	0.0	7.6*
Nc1ccc2nc(-c3ccccc3)oc(=O)c2c1	-6	42	0.1	0.4
Cc1nn(CC(=O)N[C@@H](Cn2nc(-c3cccs3)ccc2=O)C(C)C)c(C)c1C	1	9	0.0	-0.4
